RXFP1 antagonist: antagonists of human relaxin receptor RXFP1. Q9HBX9. HEK293-RXFP1, relaxin-stimulated cAMP HTRF, 30 min; stronger effect = lower value. activity change, negative = inhibition, % at 57.5 µM. 350,000 tested, 0.59% active. AID 1259400;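 active means activity change of -60% or lower, but not beyond a set lower limit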; further: on the % scale 0 is the no-effect control and ±100 the full control effect
D2 antag: antagonists of human D2 dopamine receptor; inhibition, % at 10 µM; P14416; 340,000 tested, 2% active; HEK293 TREx D2 cells, calcium flux, dopamine EC80; in the data active means inhibition above about 30%; further: 0% is about no effect
Target sequence (P14416 whole entry, looked up): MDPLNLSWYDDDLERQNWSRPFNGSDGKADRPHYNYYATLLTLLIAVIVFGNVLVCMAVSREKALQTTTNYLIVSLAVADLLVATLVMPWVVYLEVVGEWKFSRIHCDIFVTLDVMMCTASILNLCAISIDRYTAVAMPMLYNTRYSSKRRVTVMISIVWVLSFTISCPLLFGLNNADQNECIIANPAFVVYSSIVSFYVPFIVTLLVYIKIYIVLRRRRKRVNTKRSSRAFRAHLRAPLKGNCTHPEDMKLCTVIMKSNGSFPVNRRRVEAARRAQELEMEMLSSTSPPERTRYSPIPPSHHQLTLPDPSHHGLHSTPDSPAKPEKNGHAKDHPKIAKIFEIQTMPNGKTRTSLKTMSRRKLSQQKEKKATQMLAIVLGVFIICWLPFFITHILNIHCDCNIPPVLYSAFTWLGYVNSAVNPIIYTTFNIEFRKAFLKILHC
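Dopamine at EC80 is the agonist stimulus; test compounds precede it by 180 s. Calcium flux read kinetically in a force-coupled, inducible HEK293 T-REx D2 cell line.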
D1 antagonist: blocks dopamine activation of the human D1 receptor. HEK293 TREx D1 cells, calcium flux, dopamine EC80; stronger effect = lower value. activity change, negative = inhibition, % at 10 µM. 360,000 tested, 3.2% active. AID 504652. P21728; in the data active means activity change below about -30%; further: on the % scale 0 is the no-effect control and ±100 the full control effect
Target sequence (P21728 whole entry, looked up): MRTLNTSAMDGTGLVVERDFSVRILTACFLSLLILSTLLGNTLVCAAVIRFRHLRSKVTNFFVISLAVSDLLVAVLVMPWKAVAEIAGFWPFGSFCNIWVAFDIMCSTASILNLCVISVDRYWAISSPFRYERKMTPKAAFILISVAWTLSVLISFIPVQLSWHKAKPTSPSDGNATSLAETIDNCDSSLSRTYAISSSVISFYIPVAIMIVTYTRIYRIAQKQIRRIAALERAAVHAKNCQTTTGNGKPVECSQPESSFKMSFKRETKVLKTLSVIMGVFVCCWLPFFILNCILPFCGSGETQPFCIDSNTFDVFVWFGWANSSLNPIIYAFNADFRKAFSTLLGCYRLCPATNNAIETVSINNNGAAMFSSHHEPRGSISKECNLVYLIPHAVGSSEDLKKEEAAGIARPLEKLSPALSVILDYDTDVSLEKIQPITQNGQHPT
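Inducible Hek293 Trex D1 cells (tetracycline, overnight, 30 C). Calcium dye 30–90 min RT. Antagonist mode: EC80 dopamine added after 180 s compound read.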
D2 PAM: positive allosteric modulators of human D2 dopamine receptor; P14416; HEK293 T-REx D2, calcium flux, EC20 dopamine potentiation; potentiation, % at 10 µM; 340,000 tested, 0.34% active; AID 485347;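 active means potentiation over 3 SD above the plate norm, cut at about 30% in these data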; further: 0% is about no effect
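Primary screen. Calcium kinetics in induced HEK293 T-REx D2 cells: compound pre-addition 180 s, EC20 dopamine, 180 s more.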
D2 agonist: D2 dopamine receptor (human) agonism; HEK293 T-REx D2 cells, calcium flux agonist mode; activation, % at 2 µM; AID 485358; P14416; 340,000 tested, 0.53% active;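 active means activation over 3 SD above normal in the single-dose calcium agonist read, cut at about 30% in these data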; further: 0% is about no effect
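Tetracycline-induced HEK293 T-REx cells with force-coupled D2 receptor, plated overnight at 30 C, loaded with no-wash calcium dye. After a 10 s baseline, compound was pin-added and calcium flux read kinetically for 180 s; calcium rises flagged agonists.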
TRHR enhancer: allosteric enhancers of human TRH receptor | enhancement, % at 2 µM | TRHR cells, fluo-8 calcium fluorescence, EC20 TRH enhancement | AID 493056 | 360,000 tested, 0.66% active | P34981; in the data active means enhancement above about 30%; further: 0% is about no effect
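TRHR-expressing cells loaded with fluo-8 calcium dye were read kinetically (ex 480/em 530) during compound addition, then stimulated with an EC20 of TRH (10 nM final). Enhancement of the Gq-mediated intracellular calcium response was scored.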
D1 agonist: activates the human D1 dopamine receptor; HEK293 T-REx D1 cells, calcium flux, agonist mode; activation, % at 2 µM; 360,000 tested, 1% active; AID 504660; in the data active means activation above about 30%; further: 0% is about no effect
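Tetracycline-induced HEK293 TREx D1 cells, force-coupled to calcium signalling, were dye-loaded with a no-wash calcium kit. Compound was pin-added after a 10 s baseline. Fluorescence was read kinetically at 1 cycle/s for 180 s, with calcium rises flagged as agonism.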
RXFP1 ag: RXFP1 (human) receptor agonism | Q9HBX9 | HEK293T-RXFP1 cAMP TR-FRET, 30 min; response scale: percent of porcine relaxin response, buffer zero | Potency, µM (doses to about 57.5 µM), inactives show at the top dose activation, hits mostly activators | 370,000 tested, 0.3% active; active means well fitted activation curve with a large enough effect; further: potency means the concentration at half of the fitted maximal effect; on the % scale 0 is the no-effect control and ±100 the full control effect; nearly all actives have a fitted effect of over 60% in size; many of its hits are not listed in these tables
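HEK293T cells stably expressing RXFP1 were pretreated with the PDE4 inhibitor Ro 20174, exposed to compounds for 30 min at 37C, lysed, and cAMP was read by TR-FRET. Data normalized to buffer (basal) and 29 nM porcine relaxin (100%).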
D1 potentiator: enhances dopamine response at the human D1 receptor. P21728. potentiation, % at 10 µM. 360,000 tested, 0.036% active. HEK293 TREx D1 cells, calcium flux, dopamine EC20 potentiation; in the data active means potentiation above about 30%; further: 0% is about no effect
Starred values were filed as active, the others as inactive; & = joins results of further samples.

The first three records, to show the layout:
Screening Cc1cccc2sc(N3CCN(C(=O)CS(=O)(=O)c4ccc(F)cc4)CC3)nc12 returned RXFP1 antagonist -18, D2 PAM -4, D2 agonist 1.1, TRHR enhancer -6, D1 agonist 6, RXFP1 ag 2.7% and D1 potentiator 3.
Screening CCc1ccccc1NC(=O)Nc1ccc2snnc2c1 returned D1 antagonist -19, D2 PAM 8, D2 agonist -1.1, TRHR enhancer 1, D1 agonist 33*, RXFP1 ag 2.4% and D1 potentiator -4.
Screening Cc1cccc(CCNC(=O)COc2cc(=O)n(C)c3ccccc23)c1 returned RXFP1 antagonist -18, D2 antag 2, D1 antagonist 5, D2 PAM 1, D2 agonist -0.2, TRHR enhancer 9, D1 agonist 0, RXFP1 ag -0.5% and D1 potentiator -4.

The list itself, from the start:
Screening Cc1cccc2sc(N3CCN(C(=O)CS(=O)(=O)c4ccc(F)cc4)CC3)nc12 returned RXFP1 antagonist -18, D2 PAM -4, D2 agonist 1.1, TRHR enhancer -6, D1 agonist 6, RXFP1 ag 2.7% and D1 potentiator 3.
Screening CCc1ccccc1NC(=O)Nc1ccc2snnc2c1 returned D1 antagonist -19, D2 PAM 8, D2 agonist -1.1, TRHR enhancer 1, D1 agonist 33*, RXFP1 ag 2.4% and D1 potentiator -4.
Screening Cc1cccc(CCNC(=O)COc2cc(=O)n(C)c3ccccc23)c1 returned RXFP1 antagonist -18, D2 antag 2, D1 antagonist 5, D2 PAM 1, D2 agonist -0.2, TRHR enhancer 9, D1 agonist 0, RXFP1 ag -0.5% and D1 potentiator -4.
`CCc1nc2ccccc2n1CC(=O)N(C(C)CC)C1CCS(=O)(=O)C1` (stereo not drawn) gave RXFP1 antagonist 0, D2 antag 8, D1 antagonist -21, D2 PAM -1, D2 agonist -0.4, TRHR enhancer 7, D1 agonist -1, RXFP1 ag -0.2% and D1 potentiator 2.
`CCN(c1ccccc1)S(=O)(=O)c1ccc(OC)c(NC(=O)CN2C(=O)NC(C)(C)C2=O)c1` gave RXFP1 antagonist -5, D2 antag -8, D1 antagonist 14, D2 PAM 2, D2 agonist 0.3, TRHR enhancer 0, D1 agonist 0, RXFP1 ag 0.4% and D1 potentiator -6.
Screening COc1ccc(-n2c3c(cc(C(=O)N4CCCCC4)c2=O)C(=O)CC(C)(C)C3)cc1 returned RXFP1 antagonist 4, D2 antag 5, D1 antagonist -10, D2 PAM -40, D2 agonist 0.8, TRHR enhancer -1, D1 agonist 3, RXFP1 ag -0.2% and D1 potentiator 7.
Screening CCN(CC)CCCNC(=O)c1cc(Nc2ccc(OC)cc2)nc2ccccc12 returned RXFP1 antagonist -14, D2 antag 17, D1 antagonist -16, D2 PAM 0, D2 agonist 0.9, TRHR enhancer 1, D1 agonist 3, RXFP1 ag -3.1% and D1 potentiator 0.
`COc1cc(NC(=O)c2ccc3c(c2)OCCO3)ccc1NC(=O)c1cccs1` gave RXFP1 antagonist -5, D2 antag -12, D1 antagonist -19, D2 PAM -4, D2 agonist -0.5, TRHR enhancer 1, D1 agonist 0, RXFP1 ag -0.5% and D1 potentiator -4.
Cc1ccc(C(=O)Nc2ccc(F)cc2F)o1 was read as RXFP1 antagonist -10, D2 antag 28, D1 antagonist -3, D2 PAM 14, D2 agonist 0.2, TRHR enhancer 1, D1 agonist -1, RXFP1 ag 0.6% and D1 potentiator -3.
Fc1ccc(-c2cc(-c3ccccc3)c3c(n2)-c2cc(F)ccc2OC3)cc1 was read as D1 antagonist 0, D2 PAM -2, D2 agonist -1.1, TRHR enhancer 0, D1 agonist 0, RXFP1 ag 8.5% and D1 potentiator -2.
`C=C(C)C(=O)Nc1cccc(C2=NOC3(C2)C[C@H](C(N)=O)N(C(=O)CC#N)C3)c1` (stereo partly drawn) gave D2 antag 17, D1 antagonist 22, D2 PAM -1, D2 agonist -0.3, TRHR enhancer 0, D1 agonist 6, RXFP1 ag -2.1% and D1 potentiator 1.
Cc1ccc(S(=O)(=O)Nc2ccc3c(c2)C(=O)NC3=O)cc1[N+](=O)[O-] was read as RXFP1 antagonist -18, D2 antag -5, D1 antagonist 3, D2 PAM 22, D2 agonist 1.3, TRHR enhancer 1, D1 agonist 1, RXFP1 ag 0.4% and D1 potentiator -5.
`CC(=O)c1ccc(NC(=O)c2cn(C)c(=O)c3ccccc23)cc1` gave RXFP1 antagonist -2&-7, D1 antagonist -7, D2 PAM 6, D2 agonist -1.0, TRHR enhancer 1, D1 agonist 0, RXFP1 ag 14% and D1 potentiator 2.
`O=C(O)c1ccccc1Nc1ccc2nonc2c1[N+](=O)[O-]` gave RXFP1 antagonist 0, D2 antag 21, D1 antagonist 14, D2 PAM -7, D2 agonist 0.7, TRHR enhancer 2, D1 agonist 1, RXFP1 ag 6.3% and D1 potentiator -4.
Screening CCOC(=O)c1ccc(NC(=O)c2nc(SCc3ccccc3F)ncc2Cl)cc1 returned RXFP1 antagonist 0, D1 antagonist 3, D2 PAM 22, TRHR enhancer -2, D1 agonist 8, RXFP1 ag -4.4% and D1 potentiator 1.
For O=c1cc(N2CCCC2)[nH]c(=O)n1-c1ccc(Cl)cc1 the results were RXFP1 antagonist 8, D2 antag 1, D1 antagonist 10, D2 PAM -5, D2 agonist 0.2, TRHR enhancer -3, D1 agonist -2, RXFP1 ag -0.6% and D1 potentiator 1.
COc1ccc(C(=O)/C=C/c2cn(CN3CCN(C)CC3)c3ccccc23)cc1 was read as RXFP1 antagonist -36, D2 antag -9, D1 antagonist 11, D2 PAM 5, D2 agonist 2.6, TRHR enhancer 3, D1 agonist 7, RXFP1 ag 0.0% and D1 potentiator -6.
`N#Cc1cc(-c2ccccc2)cnc1Sc1ccc(Cl)cc1` gave RXFP1 antagonist -11, D1 antagonist -3, TRHR enhancer -2, D1 agonist 6, RXFP1 ag -1.0% and D1 potentiator -1.
`Cc1ccc(CCNC(=O)c2ccc(CSc3nc4ccncc4n3Cc3ccc(F)cc3)cc2)cc1` gave RXFP1 antagonist -30, D1 antagonist 10, D2 PAM 7, TRHR enhancer 6, D1 agonist 13, RXFP1 ag 3.2% and D1 potentiator -5.
CCOC(=O)CSc1nc2c([nH]c3ccccc32)c(=O)n1C was read as RXFP1 antagonist -15, D2 antag -9, D1 antagonist 3, D2 PAM 0, D2 agonist -0.6, TRHR enhancer 2, D1 agonist 1, RXFP1 ag -0.5% and D1 potentiator 0.
`CSCCC(NC(=O)c1cccc(C)c1)C(=O)OCN1C(=O)c2ccccc2C1=O` (stereo not drawn) gave RXFP1 antagonist 1, D2 antag -2, D1 antagonist -7, D2 PAM -16, D2 agonist -0.4, TRHR enhancer 0, D1 agonist 0, RXFP1 ag 2.0% and D1 potentiator -2.
`COc1ccc(NC(=O)CSc2n[nH]c(-c3ccncc3)n2)c([N+](=O)[O-])c1` gave RXFP1 antagonist -3, D2 antag -5, D1 antagonist -4, D2 PAM -1, D2 agonist 0.8, TRHR enhancer 6, D1 agonist 0, RXFP1 ag -2.1% and D1 potentiator 1.
`O=C(c1ccc(OC2CCN(Cc3ccccc3C(F)(F)F)CC2)cc1)N1CCCCC1` gave RXFP1 antagonist -25, D2 antag 2, D1 antagonist 2, D2 PAM 2, D2 agonist -2.2, TRHR enhancer -1, D1 agonist 5, RXFP1 ag 2.5% and D1 potentiator 1.
Cc1ccc(-c2csnn2)cc1 was read as RXFP1 antagonist -1, D2 antag -9, D1 antagonist 15, D2 PAM 11, D2 agonist -2.0, TRHR enhancer -6, D1 agonist 0, RXFP1 ag 2.7% and D1 potentiator -1.
Screening Cc1onc(-c2ccccc2)c1C(=O)N1CCN(c2ccccn2)CC1 returned RXFP1 antagonist -2, D2 antag 9, D1 antagonist -1, D2 PAM -7, D2 agonist -0.6, TRHR enhancer 4, D1 agonist 3, RXFP1 ag -0.7% and D1 potentiator 8.
`Cn1c(=O)oc2cc(S(=O)(=O)N3CCCC(C(=O)N4CCc5ccccc5C4)C3)ccc21` (stereo not drawn) gave D2 antag -19, D1 antagonist -38*, D2 PAM -13, D2 agonist 0.8, TRHR enhancer -6, D1 agonist 12 and RXFP1 ag 3.6%.
Screening C=CC(COCc1ccccc1)N(Cc1ccc(OC)cc1)S(=O)(=O)c1ccccc1Br (stereo not drawn) returned D2 antag -9, D1 antagonist -2, D2 PAM -1, D2 agonist 2.2, TRHR enhancer 11, D1 agonist 10, RXFP1 ag 0.9% and D1 potentiator -9.
`CCOCCn1c(CN2CCOCC2)nc2c1c(=O)[nH]c(=O)n2C` gave RXFP1 antagonist -2, D2 antag 4, D1 antagonist 8, D2 PAM 10, D2 agonist -0.1, TRHR enhancer 1, D1 agonist 3, RXFP1 ag 0.4% and D1 potentiator -1.
Screening CCN1CCN(C(=O)CCc2nnc(CCc3ccc(OC)cc3)o2)[C@@H](C)C1=O returned RXFP1 antagonist 0, D1 antagonist 1, TRHR enhancer -1, D1 agonist 3, RXFP1 ag -0.9% and D1 potentiator -2.
COc1ccc(C(=O)Nc2ccc(NC(=O)c3cccs3)cc2)cc1Cl was read as RXFP1 antagonist -7, D2 antag -11, D1 antagonist -3, D2 PAM -6, D2 agonist 1.6, TRHR enhancer -1, D1 agonist 4, RXFP1 ag 3.7% and D1 potentiator -7.
Screening O=C(COC(=O)C1CCN(S(=O)(=O)c2ccc3c(c2)OCCO3)CC1)Nc1cc(C(F)(F)F)ccc1Cl returned RXFP1 antagonist 3, D2 antag 0, D1 antagonist -14, D2 PAM -9, D2 agonist -0.8, TRHR enhancer -4, D1 agonist 1, RXFP1 ag 0.3% and D1 potentiator -6.
Screening O=C(Nc1ccc(Cl)cc1)c1ccc(OCC2CCCO2)cc1 (stereo not drawn) returned RXFP1 antagonist 3, D2 antag -16, D1 antagonist -66*, D2 PAM 18, D2 agonist 0.6, TRHR enhancer 16, D1 agonist 4, RXFP1 ag 1.0% and D1 potentiator -4.
For CCCCn1c(SCC(=O)Nc2cccc(OC)c2)nc2ccc(N3CCOCC3)cc2c1=O the results were RXFP1 antagonist 5, D2 antag 15, D1 antagonist -9, D2 PAM 1, D2 agonist -1.4, TRHR enhancer -6, D1 agonist 0, RXFP1 ag -0.2% and D1 potentiator -4.
`C=CCNC(=O)c1ccc2nccnc2c1` gave RXFP1 antagonist -19, D2 antag 9, D1 antagonist -2, D2 PAM 9, D2 agonist -0.1, TRHR enhancer -4, D1 agonist -1, RXFP1 ag 0.4% and D1 potentiator -6.
`CCn1nc(C(=O)NNC(=O)C2CSC3(C)CCC(=O)N23)c2ccccc2c1=O` (stereo not drawn) gave RXFP1 antagonist 14, D2 antag -19, D1 antagonist 8, D2 PAM -3, D2 agonist 0.1, TRHR enhancer -13, D1 agonist 1, RXFP1 ag 4.1% and D1 potentiator -10.

Source: PubChem (National Center for Advancing Translational Sciences (NCATS))

These rows are one share of the data; the hit share may differ from the screen's.
